Pf Dd2 growth: inhibitors of Plasmodium falciparum Dd2 growth | P. falciparum Dd2 growth, SYBR Green, 72 h | Potency, µM (highest dose often 28.9 µM), without a hit: at the top dose activity, negative = inhibition, most hits filed as inhibitors | actives 4.3% (n = 120,000) | AID 1347417; active means well fitted inhibition curve with a large enough effect; inconclusive means small, poorly fitted or top-dose-only effect; inactive means no such curve, though single readings can be large or run the other way;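 further: plate controls were DMSO vehicle for no effect and reference drug for full effect; nearly all actives have a fitted effect of over 65% in size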
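Readout: SYBR Green fluorescence, 485 nm excitation, 535 nm emission, after ~16 h lysis at 37C. Before that, Dd2-infected red cells (2.5% hematocrit) grew 72 h with compound, 29 uM top final concentration.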
The depositor's hits bear a star; i = inactive; ? = inconclusive; [ ] = dose if it differs, or a comment. Potency means the concentration at half of the fitted maximal effect.

SMILES	Pf Dd2 growth
COc1ccc(-c2cnc(C)o2)cc1S(=O)(=O)Nc1ccc(OC(F)(F)F)cc1	13%
COc1ccc(C(CC(=O)Nc2ccc(OC)c(OC)c2)N2Cc3ccccc3C2=O)cc1 (stereo not drawn)	i
COc1ccc(NC(=O)C2CCC(CNS(=O)(=O)c3ccc4c(c3)C(C)(C)C(=O)N4C)CC2)cc1 (stereo not drawn)	-9%
COc1cccc(CCC(=O)N2CCC(c3nn(C)c4c3COCC4)CC2)c1	i[5.79 µM]
CCOC(=O)c1c(C)oc2nc(C)nc(N3CCN(c4ccc(OC)cc4)CC3)c12	10µM*
COc1ccc(-c2n[nH]c3c2CC(=O)N(CC2CC2)C3)cc1OC	2%[44.1 µM]
C[S+](=O)([O-])c1cccc(NC(=O)Cc2c[nH]c3ncc(-c4ccccc4)cc23)c1	?
CCOC(=O)c1c(NC(C)=O)c2c3c(sc2n1Cc1c(C)cc(C)cc1C)CCCC3	?
COc1ccc(Nc2c(-c3ccc(C)o3)nc3cc(C)ccn23)cc1	?
CC(C)(N)C(=O)N1CCCC(N2CCN(c3ccc(F)cc3)CC2)C1 (stereo not drawn)	-27%
CCOc1ccc(CCNC(=O)CS(=O)Cc2nc(-c3ccc(C)cc3)oc2C)cc1OCC (stereo not drawn)	?
COc1cccc(CN2Cc3cc(NC(=O)c4ccc(F)cc4F)ccc3OC(C)C2=O)c1OC (stereo not drawn)	-14%
COCc1nncn1C1CCN(C(=O)C2(c3ccccc3)CC2)CC1	-20%
COc1ccc(NC(=O)N2Cc3[nH]cnc3C[C@H]2c2nc(-c3ccncc3)no2)cc1	i
CC(C)CCNC(=O)CSc1c2c(nc3ccc(Cl)cc13)CCCC2	?
O=C(c1cc(-c2ccccc2F)cc2c1OCCN2Cc1cccnc1)N1CCCC1	-29%[44.1 µM]
COc1cccc(NC(=O)N(C)CC2CCOCC2)c1	-8%
Cc1ccc(-n2nc3n(c2=O)CCN(C(=O)c2ccccc2F)C3)cc1	-10%
C#C[C@H]1CN2CC[C@H]1C[C@@H]2CNS(=O)(=O)c1cccc(F)c1	8.9µM*
CN(C)CCN1CC2(CCN(C(=O)Cc3c[nH]c(=O)[nH]c3=O)CC2)OC1=O	25%
CCN(c1ccccc1)S(=O)(=O)c1ccc(NC(=O)c2cc(=O)c3c(C)cc(C)cc3o2)cc1	-2%
CCC(=O)N1CCC2(CC1)OCC(C(=O)NCc1ccccc1)N2C(=O)c1cccc(OC)c1 (stereo not drawn)	i
Cc1cccc(-n2ncc3c(N4CCN(CCO)CC4)ncnc32)c1	i
COc1ccc(-c2cc([C@H]3CN4CC[C@H]3C[C@@H]4CNS(=O)(=O)c3ccccc3)n(C)n2)cc1OC	?
CCOc1ccc(NC(=O)CSc2nccn2C2CCCC2)cc1	78%[activator]

Part of the list above, as labelled records.
COc1ccc(C(CC(=O)Nc2ccc(OC)c(OC)c2)N2Cc3ccccc3C2=O)cc1 (stereo not drawn)
- Pf Dd2 growth: i
COc1ccc(NC(=O)C2CCC(CNS(=O)(=O)c3ccc4c(c3)C(C)(C)C(=O)N4C)CC2)cc1 (stereo not drawn)
- Pf Dd2 growth: -9%

The listing continues.
SMILES	Pf Dd2 growth
CC(C)NC(=O)N1CCCCCNC(=O)[C@@H]2CCCC[C@@H]21	26%
O=C(CCn1ccn2nc3c(c2c1=O)CCCC3)N1CC(=O)N(CCc2ccccc2)C(=O)C1	i
O=C(COc1ccccc1Cl)Nc1nc2c(s1)CCCC2	41%[activator]
Cc1cccn2c(=O)cc(COc3cccc(NC(=O)c4ccccc4F)c3)nc12	13%
COC(=O)[C@H](NC(=O)[C@@H]1C[C@H](NC(=O)NC(C)C)CN1C(=O)c1cccn1C)C(C)C	2%
CNC(=O)CCC[C@@H]1[C@H]2CCCN3CCC[C@@H](CN1C(C)=O)[C@@H]23	3%
COCc1nncn1C1CCN(S(=O)(=O)c2cc(F)cc(F)c2)CC1	i
Cc1cccc(C(=O)Nc2cc3c(cc2N2CCCCC2)n(C)c(=O)c(=O)n3C)c1	-6%
O=C(C1CCOCC1)N1CC(Oc2cccc(-c3nc(-c4ccccc4)no3)c2)C1	-5%[5.79 µM]
COc1ccc(CC(=O)Nc2ccc(N3CCC(NCCCn4cccn4)CC3)cc2)cc1	-24%
Cc1c(C(=O)OC2CCC(C)CC2)[nH]c2c1C(=O)CC(c1ccccc1Cl)C2 (stereo not drawn)	-27%
COc1ccccc1C(c1c(O)cc(C)n(Cc2ccco2)c1=O)N1CCCCC1 (stereo not drawn)	82%[activator]
O=C(Cn1cnc2nc3c(cc2c1=O)CCCC3)Nc1ccc(F)cc1Cl	90%[activator]
O=C(c1ccco1)N1CCC(Oc2ccccc2-c2nc(-c3ccccc3)no2)C1 (stereo not drawn)	?
Cc1nn(-c2ccc(C(F)(F)F)cc2)c(C)c1[C@@H]1C=C[C@@H](NS(=O)(=O)c2ccccc2)C1	i
Cc1cnc(C(=O)NC2C[C@H]3CC[C@@H](C2)N3C(=O)C2CCOCC2)cn1 (stereo partly drawn)	7%
CC(C)CC(=O)N1CCCCCCNC(=O)[C@@H]2CCCC[C@@H]21	23%
CC(C)C(=O)NCCc1noc(-c2ccccc2)n1	-14%
Cc1ccc(CN2CCC([C@@H]3CNC[C@H]3CO)CC2)s1	-9%
Cc1cccc(-c2noc([C@@H]3Cc4nc[nH]c4CN3)n2)c1	-24%[44.1 µM]
CNC(=O)[C@@H]1C[C@H](n2cc(CNC(=O)c3ccccc3OC)nn2)CN1	15%
O=C(c1nc(-c2ccc(Cl)cc2Cl)c2cnccn12)N1CCOCC1	?
Cc1cc2nc3n(c(=O)c2n1CC(=O)NC(C)CCc1ccccc1)CCCCC3 (stereo not drawn)	i
CCS(=O)(=O)N1CCC2(CCC(=O)N(Cc3ccccc3)CC2)CC1	11%
CCN1c2cc(C(=O)Nc3cccc4c3CCCC4)ccc2C(=O)N2CCCCCC21 (stereo not drawn)	?

Next part.
SMILES	Pf Dd2 growth
COc1ccc(OC)c(CCNC(=O)c2sc3nc4n(c(=O)c3c2C)CCCC4)c1	132%[activator][5.79 µM]
Cc1ccc(OCc2nc(C3CCCN3)no2)cc1 (stereo not drawn)	-9%
CSc1ncc(Cl)c(C(=O)Nc2ccc(S(=O)(=O)N3CCCC(C)C3)cc2)n1 (stereo not drawn)	?
Cc1cc(C(=O)Nc2ccc([C@H]3OCC(=O)N(C)[C@@H]3CO)cc2)n(C)n1	-5%[44.1 µM]
O=C(c1cccc(F)c1)N1CCC2(CC1)C(=O)NN=C2c1ccccn1	-11%
CC1(C)CN(C(=O)c2ccc(Oc3ccccc3)o2)CC1(C)O (stereo not drawn)	-22%
Cc1cc(C)n2nc(CNC(=O)c3ccccc3Cl)nc2n1	-22%
COc1cccc(CCC(=O)N2CCCC(CN3CCC(C)CC3)CC2)c1 (stereo not drawn)	?
CN(C(=O)CSc1cn(CC(=O)N2CCCCC2)c2ccccc12)c1ccccc1	-9%
Cc1ccc(-c2cc3c(=O)n(CCNC(=O)c4ccc(F)cc4)ccn3n2)c(C)c1	2.8µM*
Cc1ccc(C2Cn3nnc(C(=O)N4CCC(C(=O)NCc5cc(F)cc(F)c5)CC4)c3CO2)cc1 (stereo not drawn)	-6%
Cc1ccc(C(=O)NC2CCN(c3cnn(CC4CC4)c(=O)c3)CC2)cc1C	i
CCCCn1c(=NC(=O)c2cc3ccccc3o2)c(C(=O)OCC)cc2c(=O)n3ccccc3nc21	i
O=C(c1ccc2c(c1)N(Cc1cccc(F)c1)C(=O)c1ccccc1S2)N1CCOCC1	-17%
Cc1cnccc1CN(C)Cc1ccc2c(C)cc(=O)oc2c1	-28%
COc1ccc(S(=O)(=O)c2c(C)c(NS(=O)(=O)c3ccccc3)cc(C)c2O)cc1	-10%
CC(=O)Nc1ccc(C(=O)N2CCN(c3cc(-c4ccc(F)cc4)[nH]n3)CC2)cc1	i
O=C(c1ccccc1)N1CCn2c(nnc2-c2cccnc2)C1	5%
CCc1ccc(NC(=O)CC(c2cc(OC)c(OC)c(OC)c2)N2Cc3ccccc3C2=O)cc1 (stereo not drawn)	-19%
NC1CCCCN(Cc2ccc(-c3ccn[nH]3)s2)C1 (stereo not drawn)	-13%
c1ccc(CCCN[C@H]2CO[C@H]3[C@@H]2OC[C@@H]3n2cc(-c3ccccc3)nn2)cc1	-15%[44.1 µM]
CCN(C)C(=O)CCc1c(C)nn(-c2cccc(C)c2)c1Oc1ccc(F)cc1F	-14%
CCC(C(=O)Nc1ccc(C)c(C)c1)n1c(=O)c(C(F)(F)F)nc2ccccc21 (stereo not drawn)	1%
COc1ccc(OCC(=O)NCC(c2ccc(OC)cc2)N2CCOCC2)cc1 (stereo not drawn)	-1%
CCCNC(=O)c1coc(COc2ccc3c(c2)C(c2ccc(F)cc2)N(C(=O)C(C)C)CC3)n1 (stereo not drawn)	?

(list continues)
SMILES	Pf Dd2 growth
COc1ccccc1CC(=O)N1CCCc2ncc(C(=O)Nc3cccnc3)cc21	?
Cc1cccc(C)c1OCCCCn1c(C2CC(=O)N(c3ccc(F)cc3)C2)nc2ccccc21 (stereo not drawn)	i
CCN1C(=O)Cc2cc(C(=O)NCc3ccc(OC)cc3)ccc21	i
O=C(CCc1cc(Cl)no1)NCCc1noc(-c2ccccc2)n1	i
Nc1c(C(=O)Nc2cccc(C(F)(F)F)c2)c2ccccn2c1C(=O)c1ccccc1	i
CCn1ccc2cc(S(=O)(=O)N3CCCN(C(=O)Nc4ccc(C)cc4Cl)CC3)ccc21	-12%
Cc1nc2c(c(-c3ccc(Cl)cc3)n1)CN([S+](=O)([O-])c1ccccc1)CC2	?
O=C1CCN(C(=O)CCCc2ccccc2)CCCCCCN1	?
COCC(=O)N[C@@H]1CN(Cc2cccnc2)C[C@H]1CN(C)C	-22%
COc1ccc(-n2nc(C3CCN(Cc4ccc(C(F)(F)F)cc4)CC3)[nH]c2=O)cc1	?
O=C(C[C@H]1NC(=O)c2ccccc2NC1=O)Nc1ccc(Cn2cncn2)cc1	-8%
COc1ccc(-c2cn3cccnc3n2)cc1NC(=O)Nc1ccc(Cl)cc1	?
CN1C(=O)[C@H]2CN(Cc3c[nH]c4ccccc34)C[C@H]2C1=O	9%
Cc1c(F)cccc1Nc1ncncc1-c1nc(-c2ccccc2)no1	-6%
COc1ccc(C(=O)N2CCC3(CC2)OC(=O)N(CC2CC2)C3(C)c2cccnc2)cn1 (stereo not drawn)	?
CN(Cc1ccccc1)CC1(O)CCCN(CCCc2ccccc2)C1=O (stereo not drawn)	?
O=C(Cc1cccs1)NCCc1noc(-c2cccnc2)n1	-7%
COCCNC(=O)CC[C@]12CC[C@](C)(O)C[C@H]1C(C)(C)C[C@@H]2NC(=O)c1ccc(C(F)(F)F)cc1	i
CCOc1ccc(CC(=O)NC2CCN(c3cc(-c4ccc(OC)cc4)[nH]n3)CC2)cc1	?
COc1ccc(OC)c(S(=O)(=O)NC[C@H]2C[C@@H]3CCN2C[C@@H]3c2cc(-c3ccccc3OC)nn2C)c1	-21%
Cc1ccc2nc(-c3ccc(NC(=O)COc4ccccc4)cc3)sc2c1	11%
O=C1NCCCC1C(=O)N1CCC2(CC1)Nc1ccccc1NC2=O (stereo not drawn)	1%
COCC(=O)N[C@H]1C[C@@H](c2nc(-c3ccc(OC(F)(F)F)cc3)no2)N(C)C1	i
CC(C)c1ccc(NC(=O)CCNS(=O)(=O)c2ccc3c(c2)oc(=O)n3C)cc1	-17%
CCOC(=O)CNC(c1ccccc1)c1cc(Br)ccc1NC(=O)c1cccc(Cl)c1 (stereo not drawn)	?

Next records:
SMILES	Pf Dd2 growth
O[C@@H]1CN(CC2CCNCC2)CC[C@H]1c1ccc2ccccc2c1	11µM*
Cc1cccc(-n2c(-c3ccccc3)cn3c4c(=O)[nH]c(=O)n(C)c4nc23)c1	35%[activator]
Cc1cccc(OCC2(CNCc3nccs3)C[C@@H](O)[C@@H](O)C2)n1 (stereo partly drawn)	-12%
CCC(=O)N1CCc2cc(Br)cc(S(=O)(=O)CCC(=O)NCCc3cccc(C)c3)c21	?
O=C(Cc1ccccc1)NCC1CN(Cc2ccc(C(=O)O)cc2)CC12CN(c1ccccc1)C2 (stereo not drawn)	i
O=C(c1nnc(CN2CCN(c3ccccn3)CC2)n1-c1ccccc1)N1CCC[C@@H]1c1cccc(F)c1	i
O=C(NCc1ccccc1F)C(=O)NCC(c1ccc2c(c1)OCO2)N1CCOCC1 (stereo not drawn)	-8%
COc1ccccc1-c1ncc(CNc2ncncn2)s1	-14%
CCS(=O)(=O)N1CCCc2cc(C(=O)Nc3cc([N+](=O)[O-])ccc3C)ccc21	-7%
COC(=O)CNC(=O)c1cc(-c2ccccc2OC)c2nncn2n1	6%

A few values from the results shown:
Cc1cccc(-n2c(-c3ccccc3)cn3c4c(=O)[nH]c(=O)n(C)c4nc23)c1 – Pf Dd2 growth: 35%[activator]
Cc1cccc(OCC2(CNCc3nccs3)C[C@@H](O)[C@@H](O)C2)n1 (stereo partly drawn) – Pf Dd2 growth: -12%
COc1ccccc1-c1ncc(CNc2ncncn2)s1 – Pf Dd2 growth: -14%
COC(=O)CNC(=O)c1cc(-c2ccccc2OC)c2nncn2n1 – Pf Dd2 growth: 6%
CCS(=O)(=O)N1CCCc2cc(C(=O)Nc3cc([N+](=O)[O-])ccc3C)ccc21 – Pf Dd2 growth: -7%

Compounds from the list above that have an aryl thioether with sulfur outside any ring, in the order listed:
SMILES	Pf Dd2 growth
CC(C)CCNC(=O)CSc1c2c(nc3ccc(Cl)cc13)CCCC2	?
CCOc1ccc(NC(=O)CSc2nccn2C2CCCC2)cc1	78%[activator]
CSc1ncc(Cl)c(C(=O)Nc2ccc(S(=O)(=O)N3CCCC(C)C3)cc2)n1 (stereo not drawn)	?
CN(C(=O)CSc1cn(CC(=O)N2CCCCC2)c2ccccc12)c1ccccc1	-9%

Assay outcomes: PubChem BioAssay, National Center for Advancing Translational Sciences (NCATS)

An excerpt; rates above refer to the full screens.
